# BioA inh – blocks M. tuberculosis BioA enzyme activity; purified M. tuberculosis BioA enzyme, plate reader; 360,000 tested, 0.096% active; inhibition, % at 9.99 µM; AID 602481; in the data active = inhibition above about 40%; inconclusive = no clear call, values can overlap the other calls
# FadD28 FP inh – inhibitors of Mycobacterium tuberculosis FadD28 bisubstrate binding; FadD28 bisubstrate probe binding, fluorescence polarization; inhibition, % at 12.5 µM; 360,000 tested, 0.22% active; AID 588549; in the data active = inhibition above about 8.5%, passing the limit was not always enough; inconclusive = no clear call, values can overlap the other calls
# GDH-TPI counter – counter-screen for M. tuberculosis FBA inhibitors: GDH-TPI coupled enzymes; GDH-TPI coupled enzyme counterscreen, NADH absorbance; inhibition, % at 4.8 µM; 360,000 tested, 1.2% active; AID 588335; in the data active = inhibition above about 30%;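 note: 0% = DMSO wells and 100% = wells lacking the enzyme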
# Mtb UGM inh – Mtb UDP-galactopyranose mutase inhibition; 320,000 tested, 0.06% active; P9WIQ1; purified UGM, fluorescence polarization probe displacement; inhibition, % at 10 µM; in the data active = inhibition above about 10%, passing the limit was not always enough; inconclusive = no clear call, values can overlap the other calls
# MazF activator – MazEF (E. coli) toxin RNase activation; FAM/BHQ RNA-DNA oligo cleavage fluorescence, 5 h; 350,000 tested, 0.32% active; activation, % at 20 µM; in the data active = activation above about 50%
# Target sequence (P0AE70 whole entry, looked up): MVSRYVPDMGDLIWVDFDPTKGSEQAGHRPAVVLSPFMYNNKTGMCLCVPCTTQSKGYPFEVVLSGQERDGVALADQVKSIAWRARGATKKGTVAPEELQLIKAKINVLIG
# Rv3671c inh – inhibits the M. tuberculosis serine protease Rv3671c | P9WHR9 | inhibition, % at 5.96 µM | 320,000 tested, 0.048% active | AID 2606; in the data active = inhibition above about 38%;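 note: extracellular domain of Rv3671c used as enzyme; 0% = enzyme with DMSO and 100% = no enzyme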
# Target sequence (P9WHR9 whole entry, looked up, the tested form may be a part): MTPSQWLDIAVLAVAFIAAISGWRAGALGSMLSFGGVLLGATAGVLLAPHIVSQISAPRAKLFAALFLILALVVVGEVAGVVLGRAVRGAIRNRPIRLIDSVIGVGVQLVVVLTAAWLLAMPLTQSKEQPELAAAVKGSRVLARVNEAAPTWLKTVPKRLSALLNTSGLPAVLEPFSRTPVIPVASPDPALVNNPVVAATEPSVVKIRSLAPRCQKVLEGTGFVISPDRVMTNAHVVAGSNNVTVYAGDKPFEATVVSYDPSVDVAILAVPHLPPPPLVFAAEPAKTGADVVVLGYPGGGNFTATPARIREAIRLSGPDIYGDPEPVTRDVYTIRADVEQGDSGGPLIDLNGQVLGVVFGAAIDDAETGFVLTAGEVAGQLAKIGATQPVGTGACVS
# Mtb FBA inh – Mtb fructose-bisphosphate aldolase inhibition; P9WQA3; purified M. tuberculosis FBA, fluorescence read-out; inhibition, % at 1 µM; 360,000 tested, 2.3% active; in the data active = inhibition above about 27%;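 note: 0% = vehicle and 100% = reference inhibitor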
# Target sequence (P9WQA3 whole entry, looked up): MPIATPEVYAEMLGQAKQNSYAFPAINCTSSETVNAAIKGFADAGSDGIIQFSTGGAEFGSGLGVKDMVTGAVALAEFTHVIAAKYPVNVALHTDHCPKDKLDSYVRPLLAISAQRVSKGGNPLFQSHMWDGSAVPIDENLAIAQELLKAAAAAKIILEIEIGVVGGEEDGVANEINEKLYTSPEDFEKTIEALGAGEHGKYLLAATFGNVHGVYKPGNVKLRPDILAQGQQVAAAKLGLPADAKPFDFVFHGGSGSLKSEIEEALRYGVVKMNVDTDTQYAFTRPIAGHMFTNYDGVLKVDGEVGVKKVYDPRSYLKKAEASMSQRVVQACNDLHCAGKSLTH
# BoNT F protease – blocks Botulinum neurotoxin F light chain protease. Multiplex microsphere protease cleavage assay, flow cytometry. 360,000 tested, 0.22% active. inhibition, % at 10 µM; in the data active = inhibition above about 35%, passing the limit was not always enough; inconclusive = no clear call, values can overlap the other calls; note: plate controls were buffer without enzyme for full effect and enzyme alone for no effect
# PrPC TRFRET – reduces human prion protein on the cell surface | AID 720596 | inhibition, % at 13.8 µM | cell surface PrPC, TR-FRET read-out | 370,000 tested, 0.43% active; in the data active = inhibition above about 24%; note: 0% = median of the test wells and 100% = reference compound wells
# Active calls of the source: *; ? = inconclusive; nt = not tested or not shown; & = joins results of further samples.
# Start of the listing, in advance:
molecule	BioA inh	FadD28 FP inh	GDH-TPI counter	Mtb UGM inh	MazF activator	Rv3671c inh	Mtb FBA inh	BoNT F protease	PrPC TRFRET
CCC1CCC(C(=O)NNC(=O)OC)CC1 (stereo unspecified)	1.3	-0.9	-6	-3.3	-8	1	-2	-8	-2
CCOC(=O)N1CCN(C(=O)CSc2nc3nc(C)cc(C)n3n2)CC1	-0.4	3.0	-1	-0.6	-1	0	5	3	-3
CC1(C(=O)Nc2cccc(NS(C)(=O)=O)c2)CCN1Cc1ccccc1OC(F)F (stereo unspecified)	0.3	-4.5	1	nt	nt	nt	9	0	-2
CC(C)=CC1C(C(=O)NCCc2ccccc2)C1(C)C (stereo unspecified)	nt	-1.6	-5	-1.4	-2	-1	1	?	-4
O=C1CSC(c2ccccc2F)N1c1ccccc1 (stereo unspecified)	nt	0.4	-5	0.2	5	-4	3	16	-2
COc1ccc(/C=C/c2cc(-c3ccc(C)cc3)o[n+]2C)cc1	7.9	1.2	55*	0.3	21	-2	12	6	-4
Cc1nn(C2CCS(=O)(=O)C2)c(Cl)c1/C=C/C(=O)OCC(=O)c1c[nH]c2ccccc12 (stereo unspecified)	nt	1.8	5	1.2	2	-9	2	-3	0
COc1ccc2oc(=O)c(-c3nc(C)cs3)cc2c1	-1.2	-0.6	13	-3.5	1	3	35*	12	-11
CCCSC1=C(C#N)C(c2ccc(O)c(OC)c2)CC(=O)N1 (stereo unspecified)	3.4	-0.6	-7	-1.1	3	3	0	-11	2
Cc1cc(C)cc(C(O)c2ncc(-c3ccc4ccccc4c3)[nH]2)c1 (stereo unspecified)	-2.5	-2.1	1	nt	nt	nt	17	-7	6
COc1cnc(SCc2ccc(Cl)c(Cl)c2)nc1Cl	-1.6	-6.5	-3	1.3	-13	-2	-1	1	nt
S=C(NCC1CCCO1)N1CCN(c2ccc(Cl)c(Cl)c2)CC1 (stereo unspecified)	1.7	-1.9	-3	0.7	2	-5	-2	1	11

# The whole of this part, from the start:
molecule	BioA inh	FadD28 FP inh	GDH-TPI counter	Mtb UGM inh	MazF activator	Rv3671c inh	Mtb FBA inh	BoNT F protease	PrPC TRFRET
CCC1CCC(C(=O)NNC(=O)OC)CC1 (stereo unspecified)	1.3	-0.9	-6	-3.3	-8	1	-2	-8	-2
CCOC(=O)N1CCN(C(=O)CSc2nc3nc(C)cc(C)n3n2)CC1	-0.4	3.0	-1	-0.6	-1	0	5	3	-3
CC1(C(=O)Nc2cccc(NS(C)(=O)=O)c2)CCN1Cc1ccccc1OC(F)F (stereo unspecified)	0.3	-4.5	1	nt	nt	nt	9	0	-2
CC(C)=CC1C(C(=O)NCCc2ccccc2)C1(C)C (stereo unspecified)	nt	-1.6	-5	-1.4	-2	-1	1	?	-4
O=C1CSC(c2ccccc2F)N1c1ccccc1 (stereo unspecified)	nt	0.4	-5	0.2	5	-4	3	16	-2
COc1ccc(/C=C/c2cc(-c3ccc(C)cc3)o[n+]2C)cc1	7.9	1.2	55*	0.3	21	-2	12	6	-4
Cc1nn(C2CCS(=O)(=O)C2)c(Cl)c1/C=C/C(=O)OCC(=O)c1c[nH]c2ccccc12 (stereo unspecified)	nt	1.8	5	1.2	2	-9	2	-3	0
COc1ccc2oc(=O)c(-c3nc(C)cs3)cc2c1	-1.2	-0.6	13	-3.5	1	3	35*	12	-11
CCCSC1=C(C#N)C(c2ccc(O)c(OC)c2)CC(=O)N1 (stereo unspecified)	3.4	-0.6	-7	-1.1	3	3	0	-11	2
Cc1cc(C)cc(C(O)c2ncc(-c3ccc4ccccc4c3)[nH]2)c1 (stereo unspecified)	-2.5	-2.1	1	nt	nt	nt	17	-7	6
COc1cnc(SCc2ccc(Cl)c(Cl)c2)nc1Cl	-1.6	-6.5	-3	1.3	-13	-2	-1	1	nt
S=C(NCC1CCCO1)N1CCN(c2ccc(Cl)c(Cl)c2)CC1 (stereo unspecified)	1.7	-1.9	-3	0.7	2	-5	-2	1	11
O=C(N[C@@H](Cc1ccccc1)C(=O)O)c1cccs1	-0.4	-0.8	-3	-1.5	1	6	5	-2	-1
CCCCN(C(=O)C1CC(=O)N(CCc2ccc(OC)c(OC)c2)C1)c1c(N)n(CC(C)C)c(=O)[nH]c1=O (stereo unspecified)	-3.7	-0.2	4	nt	5	nt	-1	-4	2
Cn1c(SCC(=O)Nc2cccc(S(=O)(=O)NC3=NCCCCC3)c2)nnc1-c1ccncc1	nt	1.7	-2	-0.1	4	-13	1	-4	-2
C=CCNC(=O)C1CC(c2cccc(OC)c2)=NO1 (stereo unspecified)	-0.6	-2.8	-15	-3.4	-3	-4	-2	-2	4
N=c1c2c3c(sc2ncn1Cc1ccco1)CCCCC3	nt	-6.6	-3	-2.2	0	-5	0	0	-2
COc1cc(OC)cc(C(=O)NNC(=O)CCC(=O)c2cccs2)c1	-5.7	-2.7	1	0.8	2	3	1	-8	-7
COc1ccc(-c2nnn(CC(=O)NC(=O)NC3CCCCC3)n2)cc1OC	4.5	-0.1	13	-0.2	5	-7	3	-1	0
Cc1ccccc1Nc1c([N+](=O)[O-])ccc2c1=NC1(CCCCC1)N=2	0.2	-3.5	-3	1.2	28	18	4	-4	-7
CC[C@@]1(C(=O)OC)N[C@H](CN(C)C(=O)Nc2ccc(OC)cc2)[C@@H]2C(=O)N(C)C(=O)[C@@H]21	-0.9	1.0	2	-1.0	10	2	0	-2	3
C=CC[N+](C)(C)C/C(Cl)=C(\Cl)c1ccccc1	1.5	-3.3	2	0.2	-6	4	0	2	-1
COc1ccc(S(=O)(=O)NCc2ccc(C(=O)NCCCN3CCCC(C)C3)cc2)cc1 (stereo unspecified)	0.4	0.3	-14	-0.9	3	4	3	-2	-2
O=C(c1ccc(F)cc1)C(Cc1ccccc1)N1CCCCC1 (stereo unspecified)	nt	-1.5	-2	-1.8	4	0	4	0	1
COc1cccc(/C=C2\SC(=O)N(CCC(=O)NCCCn3ccnc3)C2=O)c1	0.1	0.0	28	0.5	4	-1	-2	-1	-7
Cc1ccc(C(=O)O/N=C2\CCS(=O)(=O)c3sccc32)cc1	5.3	-0.4	1	1.2	7	2	2	-2	-2
CC1OC(Nc2cccc3ccccc23)C(O)C(O)C1O (stereo unspecified)	-1.5	2.4	4	0.1	-1	-24	8	-20	-16
CN(CC(=O)Nc1ccc(Cl)c(C(F)(F)F)c1)C(=O)CCC(=O)c1ccccc1	1.5	-1.5	1	0.0	3	-5	-2	4	12
O=C(Nc1cc(S(=O)(=O)N2CCOCC2)ccc1N1CCOCC1)c1cccs1	0.5	-2.5	6	2.2	2	5	-1	?	1
O=C(NC(=S)Nc1ccccc1Br)c1ccco1	-1.7	-7.0	-9	5.2	8	-6	-4	-1	5
O=C(COC(=O)/C=C/c1ccc(Cl)cc1)NCCC1=CCCCC1	-0.9	-3.7	10	-0.2	5	-1	0	-5	-5
CC12CCC(=O)N1C(C(=O)NNC(=O)c1ccccc1F)CS2 (stereo unspecified)	-0.8	-1.0	5	0.1	-19	-3	1	-4	-1
CCn1c2c(c(C)cc1=O)C(=O)CC(C)(C)C2	nt	-1.9	0	0.4	-1	3	-4	-6	-8
CC(=O)c1cccc(NC(=O)CN(C2CCCCC2)S(C)(=O)=O)c1	2.1	-2.9	0	0.1	3	6	-5	2	5
COc1cccc(CNC(=O)c2cccnc2Sc2ccccc2)c1	-0.7	-4.5	-4	1.6	1	nt	0	-10	2
Cc1cccc(OCC(=O)NCC(=O)N=Nc2c(O)[nH]c3ccc([N+](=O)[O-])cc23)c1	0.3	-1.6	18	-0.5	18	5	1	-6	-14
CC(C(=O)O)N1C(=O)/C(=C/c2cccn2C)SC1=S (stereo unspecified)	nt	-2.5	12	-0.3	-27	0	-48	-4	-9
CC(C)(C)OC(=O)N1CCC(NC(=O)c2nc[nH]c2C(=O)NC2CCN(C(=O)OC(C)(C)C)CC2)CC1	1.1	-2.3	-8	1.1	-1	4	2	5	-5
CCOc1ncnc2c1[nH]c1ccccc12	-0.1	-3.1	14	0.1	9	4	37*	-4	1
CCOC(=O)c1[nH]c2c(c1C)C(=O)CC(c1ccc(OCC)c(OC)c1)C2 (stereo unspecified)	0.1	-1.8	-3	-0.3	3	-7	0	-8	-6
C[C@@H]1CN([C@@H](C)CO)C(=O)CCCn2nncc2CO[C@H]1CN(C)Cc1ccc(Cl)c(Cl)c1	-0.4&3.6&2.3	1.6	-7	nt	10	nt	0	3	1
Cc1ccc2[nH]c(=O)c(CN(C)S(=O)(=O)c3cccc4nonc34)cc2c1	-2.1	-1.7	5	-2.6	8	8	-1	-4	-1
O=C(COc1ccc(F)cc1)Nc1nc(-c2ccccn2)cs1	-0.6	-4.4	-5	3.4	8	-15	-1	-3	0
Cn1c(/C=C/c2ccc(Cl)cc2Cl)c([N+](=O)[O-])c(=O)n(C)c1=O	-0.1	-3.9	-2	-1.8	-4	4	-7	7	7
COc1ccc2c(c1)S(=O)(=O)c1ccccc1N2	nt	0.9	-12	4.9	4	-13	12	0	2
CCc1ccc(-n2nnnc2SCC(=O)NNC(=O)c2ccco2)cc1	-1.4	-0.5	9	-1.2	-3	5	1	7	-7
COc1cccc(-c2nc(NCc3cccnc3)c3ccccc3n2)c1O	-0.9	-1.0	11	3.1	11	nt	3	-9	-4
O=c1[nH]c(O)c(Cc2ccc3c(c2)OCO3)c(=O)[nH]1	nt	-1.3	3	1.2	5	1	2	0	-5
Cc1ccc(C)c(Nc2nc(-c3cccnc3)cs2)c1	0.6	-1.9	-1	1.9	-7	-1	2	6	14
O=C(COC(=O)/C=C/c1cccc(C(F)(F)F)c1)NCc1ccc(F)cc1	nt	-0.8	2	-1.5	6	-6	7	-5	-5
CCCn1c(N)c(N(CCOC)C(=O)c2ccc(N(C)S(=O)(=O)c3ccc(C)cc3)cc2)c(=O)[nH]c1=O	-1.9	-1.3	2	nt	-5	4	4	?	0
CCN(CC(=O)Nc1cc(Cl)ccc1C)C(=O)CN1C(=O)NC(CC)(c2ccccc2)C1=O (stereo unspecified)	nt	-2.9	6	nt	-1	-10	0	13	6
O=C(CNS(=O)(=O)c1ccc(Br)s1)NC1CCCc2ccccc21 (stereo unspecified)	nt	-2.8	1	-0.9	2	-2	-3	2	2
COc1ccccc1CNC(=O)CSc1cc(=O)n(C)c2ccccc12	nt	-0.5	2	-1.1	6	-2	1	-4	-6
CC1CCCC(C)N1C(=O)c1cc(-c2ccc3c(c2)OCO3)on1 (stereo unspecified)	-2.8	0.0	0	-1.4	-5	0	-2	0	4
O=C(Cc1ccc(Cl)c(Cl)c1)Nc1cccc2ncccc12	nt	-3.5	7	0.9	-4	1	2	-1	-1
O=C(N/N=C/C(Br)=C/c1ccccc1)C(O)c1ccccc1 (stereo unspecified)	2.0	-2.6	43*	-1.8	2	-6	0	?	4
O=C(Nc1ccc2c(c1)CCC2)c1cc2ccccc2o1	-1.9	-7.4	10	-1.3	0	-6	-4	-43	2
CC(=O)c1ccc(N2CCN(S(=O)(=O)c3cc(-c4cc(C)no4)ccc3C(C)C)CC2)cc1	-0.2	-0.5	17	-2.0	1	-9	2	7	2
CN(C)c1cc[n+](CC(=O)Nc2c(Cl)cc(Cl)cc2Cl)cc1	nt	-1.1	1	-0.3	1	5	3	-3	7
O=C(N[C@H](CO)Cc1ccccc1)[C@H]1O[C@@H](n2ccc(=O)[nH]c2=O)[C@H](O)[C@@H]1O	-1.0	-1.4	nt	nt	nt	nt	3	7	-6
COCCCNC(=O)CC1C[C@H](C(=O)N2CCCCC2)[C@@]2(CCc3ccccc3)c3[nH]c4ccccc4c3CCN2C1=O (stereo partly specified)	-1.6	-1.3	9	-1.3	5	0	0	-3	6
